# Screens (PubChem BioAssay)
# RXFP1 antagonist – blocks the human relaxin receptor RXFP1; Q9HBX9; HEK293-RXFP1, relaxin-stimulated cAMP HTRF, 30 min; stronger effect = lower value; activity change, negative = inhibition, % at 57.5 µM; 0.59% of 350,000 active; AID 1259400;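 active = activity change of -60% or lower, but not beyond a set lower limit; inconclusive = change between -60% and -40%, or beyond the set limit; inactive = change above -40%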; note: % is set by controls: 0 for no effect and ±100 for the full control effect
# D1 potentiator – potentiators of human D1 dopamine receptor | potentiation, % at 10 µM | P21728 | 0.036% of 360,000 active | AID 504651 | HEK293 TREx D1 cells, calcium flux, dopamine EC20 potentiation; in the data active = potentiation above about 30%; note: 0% is about no effect
# Target sequence (P21728 whole entry, looked up): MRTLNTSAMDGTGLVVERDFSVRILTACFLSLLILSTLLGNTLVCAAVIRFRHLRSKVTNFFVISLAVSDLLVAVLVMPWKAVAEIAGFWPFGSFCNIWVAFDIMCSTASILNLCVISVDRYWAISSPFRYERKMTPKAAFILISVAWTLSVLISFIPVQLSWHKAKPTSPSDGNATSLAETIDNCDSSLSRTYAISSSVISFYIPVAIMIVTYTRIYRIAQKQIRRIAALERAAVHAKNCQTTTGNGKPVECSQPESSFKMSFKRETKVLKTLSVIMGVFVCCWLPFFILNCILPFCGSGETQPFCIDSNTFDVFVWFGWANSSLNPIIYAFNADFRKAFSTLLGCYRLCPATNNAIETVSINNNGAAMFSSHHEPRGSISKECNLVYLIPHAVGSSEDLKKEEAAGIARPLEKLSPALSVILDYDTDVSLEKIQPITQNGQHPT
# D1 ag – human D1 receptor agonism. activation, % at 2 µM. P21728. 1% of 360,000 active. HEK293 T-REx D1 cells, calcium flux, agonist mode; in the data active = activation above about 30%; note: 0% is about no effect
#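 Inducible HEK293 T-REx D1 cells, force-coupled to calcium signalling, were plated at 4000 cells/well with tetracycline and held overnight at 30 C. After no-wash calcium dye loading, compound-evoked calcium rise over 180 s flagged agonists.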
# TRHR enhancer – TRH receptor (human) allosteric enhancement | TRHR cells, fluo-8 calcium fluorescence, EC20 TRH enhancement | enhancement, % at 2 µM | 0.66% of 360,000 active | AID 493056 | P34981; in the data active = enhancement above about 30%; note: 0% is about no effect
#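 Enhancer read-out: after compound pinning and an initial kinetic agonist-mode read, an EC20 of TRH (10 nM final) was injected and fluo-8 calcium signal (Ex 480/Em 530) followed at 1 s/cycle for 100 cycles in TRHR-expressing cells.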
# D2 PAM – positively modulates the human D2 dopamine receptor allosterically. AID 485347. HEK293 T-REx D2, calcium flux, EC20 dopamine potentiation. potentiation, % at 10 µM. 0.34% of 340,000 active. P14416;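 active = potentiation over 3 SD above the plate norm, cut at about 30% in these data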; note: 0% is about no effect
# Target sequence (P14416 whole entry, looked up): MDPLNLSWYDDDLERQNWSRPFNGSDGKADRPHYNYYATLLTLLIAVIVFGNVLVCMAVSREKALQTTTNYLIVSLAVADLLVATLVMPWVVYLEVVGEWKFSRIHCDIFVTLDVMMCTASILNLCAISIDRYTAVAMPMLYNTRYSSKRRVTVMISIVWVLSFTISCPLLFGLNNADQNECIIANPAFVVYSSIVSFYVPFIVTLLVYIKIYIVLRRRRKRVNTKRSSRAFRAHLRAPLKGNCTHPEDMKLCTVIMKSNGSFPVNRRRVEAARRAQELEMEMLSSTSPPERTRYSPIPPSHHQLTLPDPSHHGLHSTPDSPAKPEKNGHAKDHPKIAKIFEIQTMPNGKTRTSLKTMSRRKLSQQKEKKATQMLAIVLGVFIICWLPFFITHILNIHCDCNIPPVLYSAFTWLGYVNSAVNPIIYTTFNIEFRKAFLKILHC
#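 Tetracycline-induced HEK293 T-REx cells force-coupled to calcium signalling expressed D2; compounds were pin-added after a 10 s baseline, read kinetically 180 s, then an EC20 dopamine challenge followed with a further 180 s calcium read.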
# D2 ag – D2 dopamine receptor (human) agonism | activation, % at 2 µM | HEK293 T-REx D2 cells, calcium flux agonist mode | 0.53% of 340,000 active;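 active = activation over 3 SD above normal in the single-dose calcium agonist read, cut at about 30% in these data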; note: 0% is about no effect
#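 Calcium-flux readout, 1 cycle/sec over 180 s following compound pin transfer, in inducible HEK293 Trex D2 cells (force-coupled); dopamine controls included. Positive calcium responses during this window marked compounds as potential agonists.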
# RXFP1 ag – activates the human relaxin receptor RXFP1; Potency, µM (top dose mostly 57.5 µM), for the others: top-dose activation, most hits filed as activators; AID 2676; HEK293T-RXFP1 cAMP TR-FRET, 30 min; response scale: percent of porcine relaxin response, buffer zero; 0.3% of 370,000 active; active = well fitted activation curve with a large enough effect; inconclusive = small, poorly fitted or top-dose-only effect; note: potency is the fitted concentration of half-maximal effect; % is set by controls: 0 for no effect and ±100 for the full control effect; nearly all actives have a fitted effect of over 60% in size; many of its hits are not listed in these tables
#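 Agonist response is measured as cAMP accumulation in an RXFP1-transfected HEK293T line under PDE4 inhibition. Values are scaled between buffer-only and 29 nM porcine relaxin, and EC50s come from standard Hill equation fits.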
# D1 antag – human D1 dopamine receptor antagonism | P21728 | HEK293 TREx D1 cells, calcium flux, dopamine EC80; stronger effect = lower value | activity change, negative = inhibition, % at 10 µM | 3.2% of 360,000 active | AID 504652; in the data active = activity change below about -30%; note: % is set by controls: 0 for no effect and ±100 for the full control effect
#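 Inducible Hek293 Trex D1 cells (tetracycline, overnight, 30 C). Calcium dye 30–90 min RT. Antagonist mode: EC80 dopamine added after 180 s compound read.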
# D2 antagonist – antagonists of human D2 dopamine receptor; P14416; HEK293 TREx D2 cells, calcium flux, dopamine EC80; inhibition, % at 10 µM; 2% of 340,000 active; AID 485344; in the data active = inhibition above about 30%; note: 0% is about no effect
#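 HEK293 T-REx D2 cells, tet-induced, calcium dye no-wash. Cpd pintool add, 180 s kinetic, then EC80 DA, 180 s kinetic. Ca flux read.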
# * marks the source's active call; other numbers are inactive results; ? = inconclusive; . = no result given. A portion of the library, so the mix of outcomes need not match the whole.
SMILES,RXFP1 antagonist,D1 potentiator,D1 ag,TRHR enhancer,D2 PAM,D2 ag,RXFP1 ag,D1 antag,D2 antagonist
CN(C)c1ccc(Nc2nc(N)c3ccccc3n2)cc1,-39,-7,0,23,-5,0.8,-5.8%,-13,2
O=C(Nc1ccc(Cl)cc1F)C1CCCN(C2=NS(=O)(=O)c3ccccc32)C1 (configuration not stated),-10,-4,1,0,.,.,-0.2%,2,.
CCn1c(SCC(=O)O)nnc1-c1ccccc1,-9,-4,1,7,3,0.3,-0.9%,-3,8
Cc1c(C(=O)Oc2cccc3cccnc23)oc2ccccc12,-12,2,2,9,5,-0.5,-0.3%,-4,-9
Cc1ccc(C)n1-c1ccc(-c2nnco2)cc1,.,0,3,9,8,-1.1,-0.3%,2,3
O=C(Nc1ccc2c(c1)COC2=O)c1ccc(Cl)c(Cl)c1,11,1,1,1,-12,0.2,4.7%,-8,15
CC(C)c1ccc(C2/C(=C(/O)c3ccccc3)C(=O)C(=O)N2CCCN2CCOCC2)cc1 (configuration not stated),-3,-2,4,18,13,-2.0,-2.0%,-4,15
Cc1ccc(C(=O)NNC(=O)c2ccc(NS(=O)(=O)c3cccs3)cc2)o1,-5,-3,3,32*,4,5.0,-0.6%,12,6
CCOc1ccc(NC(=O)CN(C)C(=O)c2ccc3nc(CC)c(CC)nc3c2)cc1OCC,-17,-3,0,0,24,0.7,0.4%,2,-6
O=C(Nc1nc(-c2ccc(F)cc2)cs1)c1cccnc1,-12,-4,1,0,0,0.0,1.6%,-4,18
CC(C)(C)n1cnc2cc(NS(=O)(=O)c3ccccc3)ccc21,-3,-5,13,-8,-7,0.1,-0.6%,12,-11
CN(C)/C=C(\C=O)c1cccc(Cl)c1,-5,-4,2,-3,-5,0.3,2.3%,8,-1
COc1ccc(CC(=O)Nc2ccc(C(C)=O)cc2)cc1,1,-2,2,-6,1,-0.4,0.9%,-4,10
COc1ccccc1NC(=S)NCc1cccnc1,2,8,1,-8,-3,-0.5,-0.1%,-14,-1
Cc1cccc(OCC(=O)NCC(C)(C)N2CCOCC2)c1,8,-5,0,8,-1,0.5,0.3%,2,0
Nn1c(SCc2ccc(Br)cc2)nnc1-c1ccccn1,1,-2,0,-1,-4,-0.2,-0.9%,-22,-4
Cc1cc(Nc2c(C)n(C)n(-c3ccccc3)c2=O)n2c(nc3cc(F)c(F)cc32)c1C#N,4,-2,2,1,.,.,1.6%,16,.
CC1CCN(c2c(NCC3CCC(C(=O)NCCCc4ccccc4)CC3)c(=O)c2=O)CC1 (configuration not stated),-9,2,2,2,-1,0.1,0.5%,-2,9
O=C(NC(CC(=O)N1CCN(c2ccc([N+](=O)[O-])cc2)CC1)c1ccccc1)c1ccccc1Cl (configuration not stated),-8,-1,0,0,14,.,-0.7%,-4,.
COc1ccc(Cc2nc3ccc(C(=O)NCCc4ccncc4)cc3o2)cc1OC,16,1,6,0,-9,0.8,0.0%,-6,-4
COc1cc(/C=N/n2c(C)nc3ccccc3c2=O)cc(OC)c1O,1,6,0,9,-1,0.3,3.1%,-2,4
COCc1cc(C)nc(N)c1C#N,-2,5,1,2,9,0.2,2.1%,7,-2
O=C(CS(=O)(=O)c1ccccc1)Nc1nccs1,-13,-4,4,3,-14,-0.3,-0.1%,4,-25
CCOC(=O)N1CCN(C(=O)c2cc3cc(Cl)ccc3[nH]2)CC1,0,-5,4,-2,-3,-0.4,6.4%,-11,0
O=C(N=NC(=O)c1ccc2c(O)n(C3CCCCC3)c(O)c2c1)c1cccnc1,11,-2,1,0,40*,1.0,2.3%,-2,-22
Cn1c(=O)c2c(nc(SCC(=O)c3ccc(F)cc3)n2C)n(C)c1=O,9,-2,1,-3,9,-1.1,16%,-3,11
CCOc1cc(C(=O)NN2CCOCC2)cc(OCC)c1OCC,-1,-10,-1,-5,1,0.4,-3.0%,-6,36*
O=C(NCC1CC1)[C@@H]1C[C@H]1[C@@H](NP(=O)(c1ccccc1)c1ccccc1)c1ccccc1,.,2,-1,-4,.,.,1.7%,15,.
COCCn1c(C)cc(C(=O)COC(=O)c2[nH]c(C)c(C(C)=O)c2C)c1C,-6,-6,10,2,15,-0.2,1.2%,-3,-1
CCOc1ccc(-c2cnc(N)n2C)cc1,-4,5,1,17,-5,-1.1,-0.3%,-12,-26
COc1ccc(NS(=O)(=O)c2ccc(O)c(C(=O)OCC(=O)Nc3ccc4c(c3)OCCO4)c2)cc1,-1,-3,2,2,10,-2.0,-1.2%,3,0
NC(=O)c1cccnc1Nc1cccc(F)c1,-5,-7,2,3,13,0.9,2.2%,-23,2
CCCN(CCC)c1nc(Cl)nc(NCc2ccco2)n1,-7,-5,5,6,1,-0.4,0.9%,1,-15
O=C(NC1=NCCS1)c1cccc(S(=O)(=O)N2CCOCC2)c1,2,-4,1,32*,-8,-0.3,-0.2%,-15,34*
Cc1cc2nccc(-c3ccncc3)n2n1,3,-3,3,0,17,-0.5,17%,5,1
CC(=O)c1ccc(NC(=O)c2ccccc2-c2ccccc2C(=O)O)cc1,2,-2,6,1,-1,0.4,0.7%,-21,-2
O=C(CCN1C(=O)c2ccccc2C1=O)NCCN1CCOCC1,23,-5,1,14,22,-0.4,-0.8%,-6,-15
Brc1cc(Br)c2nc(-c3cccs3)ccc2c1,2,1,-1,-1,8,0.3,?,10,-3
Oc1oc(-c2ccccc2)nc1/C=N/c1nccs1,-4,-4,5,7,17,-2.2,0.1%,22,-15
Cn1cc2cc(NC(N)=S)ccc2n1,-9,1,4,0,0,-0.6,-0.7%,-10,-13
Cc1ccnc(NS(=O)(=O)c2ccc(NC(=O)CCc3ccccc3)cc2)n1,?,2,0,1,10,-1.3,-4.1%,-9,3
COCCCNc1nc2c(-c3ccccc3)nnn2c2ccccc12,.,-1,-1,-5,10,-0.3,16%,15,.
COc1ccc(S(=O)(=O)N2CC(C(=O)O)Oc3ccc(Cl)cc32)cc1 (configuration not stated),-4,-4,2,5,1,-1.3,-4.3%,24,0
C[n+]1ccccc1C1CCCC/C1=N\Nc1ccc([N+](=O)[O-])cc1[N+](=O)[O-] (configuration not stated),-3,-3,2,14,-3,0.6,0.1%,0,6
NC(=O)C1(N2CCCCC2)CCN(C(=O)NC2CCCCC2)CC1,-18,-3,5,-2,-9,0.8,-0.6%,-5,-2
O=C(CCNS(=O)(=O)c1cccs1)N1CCN(c2ccc(F)cc2)CC1,-7,16,4,1,.,1.9,-0.6%,-20,6
CCCc1ccc(C(=O)NNc2cc(Cl)ccc2Cl)cc1,-28,13,6,-7,12,-1.2,-0.4%,12,-9
Cc1ccc(OCc2ccc(C(=O)NCC3CCCO3)cc2)cc1C (configuration not stated),6,-9,2,-12,4,0.6,0.3%,-4,10
O=C(CNS(=O)(=O)c1ccccc1)N1CCCC1,-16,-2,3,4,-1,0.2,3.1%,7,-3
N#CN(Cc1ccccc1)Cc1ccccc1,-9,-2,2,-3,1,-0.1,0.0%,10,2
CCC(C)NC(=O)CN(c1ccc(Cl)c(Cl)c1)S(C)(=O)=O (configuration not stated),-27,-4,1,-2,5,0.0,0.2%,4,5
O=C(C(c1ccccc1)c1ccccc1)N(Cc1ccco1)C1CCS(=O)(=O)C1 (configuration not stated),0,-4,1,-8,-6,-0.7,0.1%,-1,-5
COCCN(C(=O)CSc1nc2ccc(Cl)cc2[nH]1)c1c(N)n(Cc2ccccc2)c(=O)[nH]c1=O,3,0,1,-4,6,0.1,-3.0%,5,14
Cc1nc2ccc(NS(=O)(=O)c3ccc(F)cc3)cc2s1,-16,-9,11,25,-4,0.8,1.0%,-22,0
COc1cccc(NC(=O)CN(C)CC(=O)NCc2ccc3c(c2)OCO3)c1,2,-1,-1,-6,-5,0.2,-2.5%,-7,-9
Cc1cc(C)cc(N2C(=O)CSC2c2cccs2)c1 (configuration not stated),-3,-8,1,5,14,-0.1,-0.7%,7,-8
CCOc1cc(/C=C2\SC(=NC)N(C)C2=O)c(Br)cc1OC(C)=O,-4,-6,7,6,8,-0.2,5.9%,-2,-1
COC(=O)CC(NS(=O)(=O)c1cccs1)c1ccc2c(c1)OCO2 (configuration not stated),7,4,0,-2,3,-0.2,2.2%,-56*,14
CCCCNC(=O)c1onc(CSc2cc(C)cc(C)c2)c1C(=O)O,.,-1,-2,-1,7,0.0,0.0%,5,-5
CCCN1CCC(NC(=O)Cc2ccccc2OC)CC1,5,-14,1,-1,-9,0.1,0.5%,-7,-4

# Other structures
SMILES,RXFP1 antagonist,D1 potentiator,D1 ag,TRHR enhancer,D2 PAM,D2 ag,RXFP1 ag,D1 antag,D2 antagonist
O=C(CSc1oc(-c2cccs2)nc1S(=O)(=O)c1ccccc1)NC1CCCCC1,-1,4,3,2,12,.,-0.9%,6,.
Cc1ccc(S(=O)(=O)N(CC(=O)Nc2ccc(F)cc2)C(=O)N2CCN(C)CC2)cc1,-13,6,3,-3,-6,0.1,2.0%,-9,3
O=C1Nc2ccccc2N2CCCC12 (configuration not stated),.,-2,3,0,9,0.0,0.3%,1,8
Cc1ccc(SCC(=O)N(Cc2nc(-c3ccccc3)no2)C(C)C)cc1,0,-1,2,0,6,1.2,-0.1%,9,5
CC(=O)Nc1ccc(NC(=O)CCC(=O)c2ccc(C)cc2)cc1,2,0,1,-2,9,-0.9,4.6%,8,.
CCOC(=O)Cn1c(=O)n(C2CCCCC2)c2nc(-c3ccc(Cl)cc3)nc(C(N)=O)c21,.,-2,0,5,11,0.0,6.8%,7,.
O=C(Nc1ccc2nc(SCc3ccccc3)sc2c1)c1ccccc1F,.,-2,11,0,-9,2.2,1.8%,-9,.
CCOc1ccccc1-n1ccn(CC(=O)Nc2ccc(Br)cc2F)c(=O)c1=O,-6,8,1,-7,8,0.5,0.1%,1,3
